Source: PubChem BioAssay
NPY Y1 blocker: antagonists of human neuropeptide Y receptor Y1 | inhibition, % at 3.6 µM | 200,000 tested, 1% active | P25929 | HEK293-CNG Y1 cells, membrane potential fluorescence; NPY at EC95, then isoproterenol;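 active = inhibition above the campaign mean inhibition of all tested compounds plus 3 SD, cut at about 20% in these data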;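 note: 0% = DMSO wells given NPY plus isoproterenol and 100% = isoproterenol alone without NPY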
Target sequence (P25929 whole entry, looked up): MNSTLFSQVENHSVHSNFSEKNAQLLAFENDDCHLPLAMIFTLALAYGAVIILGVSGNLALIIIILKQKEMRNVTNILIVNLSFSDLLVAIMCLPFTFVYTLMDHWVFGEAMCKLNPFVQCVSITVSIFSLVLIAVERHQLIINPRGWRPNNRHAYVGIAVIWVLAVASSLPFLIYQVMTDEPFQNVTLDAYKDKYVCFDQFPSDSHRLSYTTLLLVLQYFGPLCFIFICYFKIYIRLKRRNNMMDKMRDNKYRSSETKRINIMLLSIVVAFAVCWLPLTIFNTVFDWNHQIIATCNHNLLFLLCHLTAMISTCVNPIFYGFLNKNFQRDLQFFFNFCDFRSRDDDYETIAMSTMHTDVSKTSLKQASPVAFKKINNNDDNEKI
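material = HEK293 cells with Y1 receptor plus CNG channel | also added = NPY 25 nM then isoproterenol 1 µM plus Ro 20-1724 25 µM | schedule = dye 3 h, compound 60 min room temperature, stimulation 45 min | measured by = membrane potential fluorescence | benchmarks = high control isoproterenol alone, low control NPY with isoproterenol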
Runt-CBFb FRET: inhibitors of human RUNX1 Runt domain binding to CBFb; Q01196+Q13951; Cerulean-Runt/Venus-CBFb FRET ratio 530/480, 1 h; inhibition, % at 20 µM; 220,000 tested, 0.46% active;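 active = inhibition over about 50% at 20 µM in the single-dose screen, limit read from the data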;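 note: 0% = DMSO wells and 100% = excess unlabeled CBFb competitor control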
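Reagent – Venus-CBFb binding partner, 100 nM · Assay system – Cerulean-tagged RUNX1 Runt domain (FRET donor) fusion protein · Input – 100 nM per protein · Incubation – two 1 h room-temperature incubations shielded from light · Measured by – FRET fluorescence · Medium – Tris buffer pH 7.5 with salts and BSA · Benchmarks – unlabeled CBFb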
p97 ATPase inh: blocks human p97 ATPase activity. P55072. recombinant p97 ATPase, Kinase-Glo ATP luminescence, 3 h. inhibition, % at 8 µM. 220,000 tested, 0.42% active. AID 1481; in the data active = inhibition above about 15%;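 note: 0% = DMSO vehicle and 100% = wells lacking enzyme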
Mdm2 ligase inh: blocks human Mdm2 ubiquitin ligase activity. Q00987. cell-based MDM2 ubiquitination luciferase reporter, 2 h; 0 = plate control, 100 = twice control, blank-subtracted. signal enhancement, % at 5 µM. 210,000 tested, 0.11% active;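 active = signal enhancement of 30% or more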;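 note: luminescence tracks abundance of the self-degrading MDM2-luciferase fusion protein; higher signal means inhibition of MDM2 E3 ligase activity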
Target sequence (Q00987 whole entry, looked up, the tested form may be a part): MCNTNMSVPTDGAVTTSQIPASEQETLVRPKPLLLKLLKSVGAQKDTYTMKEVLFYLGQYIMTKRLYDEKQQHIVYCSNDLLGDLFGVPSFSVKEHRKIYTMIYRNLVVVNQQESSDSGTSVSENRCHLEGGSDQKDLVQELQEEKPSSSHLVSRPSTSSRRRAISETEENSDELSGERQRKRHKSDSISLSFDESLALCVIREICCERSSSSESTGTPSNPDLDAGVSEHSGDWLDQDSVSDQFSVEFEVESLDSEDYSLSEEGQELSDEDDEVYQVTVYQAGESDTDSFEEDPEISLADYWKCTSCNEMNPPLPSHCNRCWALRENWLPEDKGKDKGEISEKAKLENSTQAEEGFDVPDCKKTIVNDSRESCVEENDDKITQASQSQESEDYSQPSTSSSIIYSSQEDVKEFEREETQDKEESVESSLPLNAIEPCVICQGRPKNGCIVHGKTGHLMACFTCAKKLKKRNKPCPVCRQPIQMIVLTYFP
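System: stable MDM2–luciferase fusion reporter cells / Input: 2000 cells seeded into each well / Schedule: 4 h settle plus 2 h compound, 37 °C / Compound: single-point 5 µM / Buffer or medium: cells held in DMEM / Benchmarks: control and blank well means / Evaluation: percent signal gain over controls, blank-subtracted / Measured by: luciferase luminescence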
NPY-Y1 PAM-ag: human NPY-Y1 potentiation or agonism, primary screen. P25929. NPY-Y1 expressing cells, potentiator/agonist activation. activation, % at 3.6 µM. 220,000 tested, 0.37% active; in the data active = activation above about 33%, passing the limit was not always enough;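 note: cells stimulated with NPY at EC10 then isoproterenol at EC100; 0% = low agonist plus stimulus and 100% = saturating agonist plus stimulus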
Hck-Nef inh: inhibitors of human Hck kinase activated by Nef; AID 463187; inhibition, % at 20 µM; P08631; 220,000 tested, 0.68% active; Recombinant Hck-YEEI plus Nef, Z-Lyte FRET kinase assay;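 active = Hck-Nef kinase inhibition above about 50%, limit read from the data; inactive = inhibition below that limit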;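 note: 0% = DMSO with Hck plus Nef and 100% = Hck alone without Nef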
NPY-Y2 PAM-ag: potentiates or activates human NPY-Y2 receptor; AID 1359; 220,000 tested, 0.45% active; activation, % at 3.6 µM; P49146; cells expressing NPY-Y2, potentiator/agonist read-out; in the data active = activation above about 27%;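 note: cells stimulated with NPY near EC25 plus isoproterenol at EC100; 0% = vehicle plus submaximal agonist and 100% = vehicle plus saturating agonist; some results beyond the cut were filed as inactive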
RBBP9 inhibitor: blocks human serine hydrolase RBBP9 | recombinant RBBP9, FP-Rh probe fluorescence polarization | inhibition, % at 7.94 µM | O75884 | AID 1515 | 220,000 tested, 0.2% active;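 active = inhibition above the campaign mean of all tested compounds plus 3 SD, cut at about 14% in these data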;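 note: plate controls were DMSO wells with RBBP9 for no effect and wells lacking RBBP9 protein for full effect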
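system = RBBP9 protein | input = RBBP9 at 2.5 µM in dispensed solution, before mixing | measured by = fluorescence polarization (mP), excitation 525 nm, emission 598 nm | incubation = enzyme-compound preincubation 30 min, then probe labeling 45 min, 25 °C | buffer or medium = Tris-NaCl-Pluronic buffer, pH 8.0 | compound = single dose 7.94 µM | also added = FP-Rh probe, 375 nM dispensing solution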
Runt-SMMHC FRET: inhibitors of human RUNX1 Runt domain binding to CBFb-SMMHC; AID 1434; Q01196+Q13951; 220,000 tested, 0.74% active; inhibition, % at 20 µM; Cerulean-Runt/Venus-CBFb-SMMHC FRET ratio 530/480, 1 h;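 active = mean inhibition across duplicate retests at 20 µM reaching about 50%, limit read from the data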;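 note: 0% = DMSO wells and 100% = wells with excess untagged CBFb-SMMHC; inhibitors lower the FRET ratio by blocking Runt binding to CBFb-SMMHC; some results filed as inactive read as strong as hits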
Numbers without * were called inactive; . = no result given. No enrichment for hits. Share with any hit: about 3.5%.

SMILES	NPY Y1 blocker	Runt-CBFb FRET	p97 ATPase inh	Mdm2 ligase inh	NPY-Y1 PAM-ag	Hck-Nef inh	NPY-Y2 PAM-ag	RBBP9 inhibitor	Runt-SMMHC FRET
CCN(CC)c1cc(-c2ccccc2)ncn1	1	0	5	5	-10	3	9	-6	1
COC(=O)C1=C(C)NC(C)=C(C(=O)OC)C1c1cn(-c2ccccc2)nc1-c1ccco1	-5	1	7	-7	24	5	21	-12	-1
COc1ccccc1Nc1nc(=O)[nH]nc1C	1	0	-1	5	-16	-1	3	-1	0
Cn1ncc2c(Nc3ccc(Br)cc3)nc(Nc3ccc(Br)cc3)nc21	.	-1	6	-14	13	-5	11	-8	5
Cc1ccc(CCNC(=O)C23CN(Cc4ccccc4)CC2C(c2ccc([N+](=O)[O-])cc2)=NO3)cc1 (configuration not stated)	13	10	7	2	-2	0	12	-6	6
Cc1ccc(CN2CCC(c3cc(-c4cccs4)n[nH]3)CC2)cc1	12	1	3	-27	-27	18	-12	-7	-2
CC(=O)c1c(C)[nH]c(C(=O)Nc2cccnc2)c1C	-3	0	-1	-28	-16	0	-8	-4	0
CC1CN(c2nc3ccccn3c(=O)c2/C=C(\C#N)C(N)=O)CC(C)O1 (configuration not stated)	.	94*	6	-5	24	8	-3	2	8
COc1ccc(C(=O)OCC(=O)Nc2cc(C)c(C)cc2[N+](=O)[O-])cc1	1	3	3	15	-3	4	-16	-5	-126
CCOC(=O)CNC(=O)CSc1nnc(-c2ccccc2)c(-c2ccccc2)n1	1	0	8	-1	8	18	3	-2	-1
COc1ccc(Nc2ccc(C(=O)O)cc2[N+](=O)[O-])cc1	22*	-2	2	-3	-21	2	3	-4	-4
CCOC(=O)c1cc2sc(C)cc2n1CC(=O)N(CC)CC	15	-1	1	-7	13	1	3	-5	-8
O=C(CSc1nnc(-c2ccccc2)n1C1CCCCC1)N1CCCC1	0	0	0	-9	8	1	14	-2	-5
CC1(C)C(=O)C2(CCCCC2)C(=O)OC1c1cccc([N+](=O)[O-])c1 (configuration not stated)	0	0	0	-6	-20	3	5	-10	2
CC(C)CC(=O)N/C(N)=N/c1nc2ccccc2s1	-6	-1	-1	7	-27	1	-5	2	-1
Cc1cccc(NC(=O)c2sc(Cl)nc2C)c1C	-3	-1	2	-15	2	3	1	1	-7
C=C1CCC(C)C(C)(CCC2=CCOC2=O)C/C=C\C=C/1C(=O)O (configuration not stated)	.	1	.	-12	.	14	.	.	-7
CCc1ccc(N(CC(=O)Nc2ccc(OC)cc2OC)S(C)(=O)=O)cc1	4	-2	-2	-9	7	-7	14	-11	-1
N#CC(c1ccc(Cl)cc1)c1ncc(C(F)(F)F)cc1Cl (configuration not stated)	7	2	-4	-9	-28	1	-12	-4	0
O=C(O)CCCC(=O)NS(=O)(=O)c1ccc(Cl)cc1	0	-1	-2	-1	-7	-17	-6	-14	-2
Cc1ccc(C)c(NC(=O)c2ccccn2)c1	9	2	3	9	-20	1	5	1	-9
O=C1CC(c2ccccc2)CC(O)=C1C=NCC1CCCO1 (configuration not stated)	4	-1	6	-3	-11	1	18	1	-5
CCS(=O)(=O)Nc1c(C)n(C)n(-c2ccccc2)c1=O	4	4	-5	-6	-9	0	-2	-4	-4
COCCCNC(=O)CCc1nc2cccnc2n1Cc1ccccc1	4	1	-3	-9	3	-1	-2	-7	-1
CCN(CC)c1ccc(C2C3CCCCC3(O)CCN2C(=O)c2cccs2)cc1 (configuration not stated)	1	7	1	-9	-9	2	-8	-3	14

Copied from the list:
CCOC(=O)CNC(=O)CSc1nnc(-c2ccccc2)c(-c2ccccc2)n1 in NPY-Y2 PAM-ag shows 3
CCOC(=O)c1cc2sc(C)cc2n1CC(=O)N(CC)CC in Mdm2 ligase inh shows -7

(listing goes on)
SMILES	NPY Y1 blocker	Runt-CBFb FRET	p97 ATPase inh	Mdm2 ligase inh	NPY-Y1 PAM-ag	Hck-Nef inh	NPY-Y2 PAM-ag	RBBP9 inhibitor	Runt-SMMHC FRET
N/C(=N\c1nc2c(c(=O)[nH]1)CCC2)Nc1cccc2ccccc12	-5	-5	-2	-17	-7	0	-9	5	-2
CCN(CC)S(=O)(=O)c1ccc(C(=O)Nc2nnc(C(C)C)s2)cc1	2	0	8	-11	9	8	-12	-3	2
O=C(COc1ccccc1)Nc1ccc2c(c1)nc1n2CCOC1	-2	-1	0	-15	3	1	2	-6	4
CC(C)CN(/C=N/c1sc2c(c1C#N)CCCCC2)CC(C)C	6	2	0	-11	1	0	-7	7	3
O=C(O)CCN1C(=O)/C(=C/c2cn(-c3ccccc3)nc2-c2cccs2)SC1=S	2	.	6	-6	5	40	-2	-8	.
O=C(Cn1cnc2ccccc2c1=O)c1ccccc1	-1	-1	-3	.	13	-8	2	5	-1
COc1ccccc1CN1C[C@@H]2C[C@@H](c3cccc(C)n3)N3CCC[C@@]23C1=O	-1	1	-5	-6	3	17	-2	-9	-1
Cc1nc2ccccc2c(=O)n1/N=C/c1ccc2ccccc2c1O	.	3	-1	-7	-22	7	-1	3	2
O=C(/C=C/c1ccoc1)c1ccccc1O	3	6	3	-5	-1	9	8	-3	-2
COc1ccc(/C=C/CN2CCN(Cc3ccccc3)C(CCO)C2)cc1 (configuration not stated)	8	-1	-1	-9	-15	-5	-12	0	4
Cc1ccc(S(=O)(=O)NC2=NCN(C3CCCCC3)CN2)cc1	3	-3	0	-6	10	0	9	-2	3
c1ccc(-c2ccccc2OCCn2cncn2)cc1	1	-1	-2	-17	17	-1	8	-5	2
CC1(C(=O)Nc2nccs2)Cc2ccccc2C(=O)O1 (configuration not stated)	-9	1	2	-8	30	0	5	-3	2
Cc1cc(SCC(=O)c2ccccc2)n2ncc(-c3ccccc3)c2n1	.	3	-6	-6	-1	-27	-21	7	-11
CNc1ccc(/C=C(\CCC(=O)O)c2nc3ccccc3s2)cc1[N+](=O)[O-]	26*	-5	4	-17	-79	-27	-24	-9	-3
O=C(N/N=C/c1ccccc1[N+](=O)[O-])c1ccc2nc[nH]c2c1	.	0	3	-16	-1	-166	0	-9	-1
C#CCn1cc[n+](CC(=O)N(C)C)c1	-4	0	5	17	14	-1	8	-6	2
CCN(CC)S(=O)(=O)c1ccc(NC(=O)Cn2c(=O)sc3ccccc32)cc1	-2	0	-2	12	1	3	4	-6	-3
Fc1ccc(CCNC(=S)Nc2ccc(F)cc2)cc1	-8	-1	-1	-6	1	0	-2	-10	1
Cn1nc(-c2ccc(N3CCN(CCO)CC3)c([N+](=O)[O-])c2)c2ccccc2c1=O	2	.	2	-6	0	26	14	-9	.
Cc1ccc(-n2c(CNc3ccc(F)cc3)nnc2SCC(=O)N2CCCC2)cc1	-2	0	-2	0	0	1	-27	-8	-4

Of the compounds above, these have a nitro group on carbon:
SMILES	NPY Y1 blocker	Runt-CBFb FRET	p97 ATPase inh	Mdm2 ligase inh	NPY-Y1 PAM-ag	Hck-Nef inh	NPY-Y2 PAM-ag	RBBP9 inhibitor	Runt-SMMHC FRET
Cc1ccc(CCNC(=O)C23CN(Cc4ccccc4)CC2C(c2ccc([N+](=O)[O-])cc2)=NO3)cc1 (configuration not stated)	13	10	7	2	-2	0	12	-6	6
COc1ccc(C(=O)OCC(=O)Nc2cc(C)c(C)cc2[N+](=O)[O-])cc1	1	3	3	15	-3	4	-16	-5	-126
COc1ccc(Nc2ccc(C(=O)O)cc2[N+](=O)[O-])cc1	22*	-2	2	-3	-21	2	3	-4	-4
CC1(C)C(=O)C2(CCCCC2)C(=O)OC1c1cccc([N+](=O)[O-])c1 (configuration not stated)	0	0	0	-6	-20	3	5	-10	2
CNc1ccc(/C=C(\CCC(=O)O)c2nc3ccccc3s2)cc1[N+](=O)[O-]	26*	-5	4	-17	-79	-27	-24	-9	-3
O=C(N/N=C/c1ccccc1[N+](=O)[O-])c1ccc2nc[nH]c2c1	.	0	3	-16	-1	-166	0	-9	-1
Cn1nc(-c2ccc(N3CCN(CCO)CC3)c([N+](=O)[O-])c2)c2ccccc2c1=O	2	.	2	-6	0	26	14	-9	.
